Screens: PubChem, National Center for Advancing Translational Sciences (NCATS)
SNCA expr inhib: reduces expression of the alpha-synuclein gene; HEK-293 SNCA-luciferase knock-in, luminescence, 24 h; 140,000 compounds, 0.17% hits; Potency, µM (highest dose often 57.2 µM), without a hit: at the top dose activity change, negative = inhibition, actives largely listed as inhibitors;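 further: potency means the concentration at half of the fitted maximal effect; plate controls were DMSO cells for no effect and cell-free wells for full effect; nearly all actives have a fitted effect of over 45% in size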
HEK cytotox: kills HEK 293 cells; HEK 293 viability, ATP luminescence (CellTiter-Glo), 48-72 h; AID 1345083; 94,000 compounds, 6.6% hits; Potency, µM (titrated, usually from 115 µM), for inactives: at the highest dose activity change, negative = cytotoxicity, usual class: inhibitors; further: potency means the concentration at half of the fitted maximal effect; nearly all actives have a fitted effect of over 60% in size
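Viability of HEK 293 cells, plated at 250 cells/well, was judged by cellular ATP after compound treatment for 48 or 72 hr. Luminescence was imaged 10 min after CellTiter-Glo addition at room temperature.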
GPT2 inhibitor: inhibitors of human GPT2 alanine aminotransferase; Recombinant GPT2, coupled pyruvate oxidase/HRP Amplex Red fluorescence; AID 1671188; Potency, µM (series often up to 57.7 µM), for the others: at the highest dose activity change, negative = inhibition, actives largely listed as inhibitors; 100,000 compounds, 0.25% hits; Q8TD30; further: potency means the concentration at half of the fitted maximal effect; nearly all actives have a fitted effect of over 60% in size; many of its hits are not listed in these tables
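Fluorescence read-out: pyruvate from GPT2 turnover coupled to pyruvate oxidase, HRP and Amplex Red (0.2mM ThPP, 0.2U/mL PO and HRP, 50uM Amplex final). Substrates 250uM a-KG, 2mM L-alanine; enzyme 10ng/uL; 30 min RT.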
NIH3T3 tox: NIH 3T3 cell cytotoxicity | Potency, µM (titrated, usually from 96.7 µM), without a hit: at the highest dose activity change, negative = cytotoxicity, actives largely listed as inhibitors | 94,000 compounds, 4.3% hits | AID 1345082 | NIH 3T3 viability, CellTiter-Glo ATP luminescence, 48-72 h; further: potency means the concentration at half of the fitted maximal effect; nearly all actives have a fitted effect of over 55% in size
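Cytotoxicity is measured as loss of cellular ATP: NIH 3T3 cells (400/well) are exposed to compound for 48 or 72 hr at 37 °C, then CellTiter-Glo luminescence is imaged after 10 min at room temperature.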
IP6K1 inhibitor: inhibitors of human IP6K1 | Q92551 | IP6K1 kinase, ADP-Glo luminescence, 2 h; stronger effect = lower value | activity change, % (series mostly up to about 58 µM) | 140,000 compounds, 0.81% hits; in the data active means activity change below about -25%
Target sequence (Q92551 whole entry, looked up): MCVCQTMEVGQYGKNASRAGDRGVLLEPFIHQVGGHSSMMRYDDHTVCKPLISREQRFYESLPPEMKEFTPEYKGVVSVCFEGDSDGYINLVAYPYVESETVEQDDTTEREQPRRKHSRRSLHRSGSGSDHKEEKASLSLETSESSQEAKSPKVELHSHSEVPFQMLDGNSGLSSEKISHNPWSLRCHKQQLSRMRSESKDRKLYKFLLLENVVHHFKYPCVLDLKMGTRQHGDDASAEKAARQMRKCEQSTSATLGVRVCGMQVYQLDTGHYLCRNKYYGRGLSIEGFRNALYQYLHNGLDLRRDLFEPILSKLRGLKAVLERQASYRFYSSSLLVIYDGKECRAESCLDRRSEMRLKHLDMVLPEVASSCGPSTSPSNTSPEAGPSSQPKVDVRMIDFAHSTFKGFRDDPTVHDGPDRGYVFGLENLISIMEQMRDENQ
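ADP-Glo luminescence measures ADP made by human IP6K1 during a 2 h RT reaction with ATP/IP6 (mix at 1.3 mM/130 uM); top library doses 57.5 and 19.1 uM final.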
HEK293 viab: reduces viability of HEK-293 SNCA reporter cells; 150,000 compounds, 0.12% hits; Potency, µM (doses to about 57.1 µM), for inactives: at the highest dose activity change, negative = cytotoxicity, most hits filed as cytotoxic; HEK-293-SNCA-luc viability, GF-AFC fluorescence, 24 h; AID 1671193;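 further: potency means the concentration at half of the fitted maximal effect; 0% = DMSO-treated cells and -100% = medium-only wells without cells; nearly all actives have a fitted effect of over 30% in size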
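HEK-293-SNCA-luc cells (1500/well) plated 24 h, then exposed 24 h to a dilution series; GF-AFC added 30 min at 37C, fluorescence 405/540 nm; normalised to medium-only and DMSO wells, Hill fit.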
Luciferase inh: blocks purified firefly luciferase enzyme activity | Potency, µM (top dose mostly 115 µM), for inactives: at the top dose activity change, negative = inhibition, hits mostly inhibitors | purified P. pyralis luciferase, luminescence, biochemical | 76,000 compounds, 2.5% hits | P08659; further: potency means the concentration at half of the fitted maximal effect; nearly all actives have a fitted effect of over 65% in size
Target sequence (P08659 whole entry, looked up): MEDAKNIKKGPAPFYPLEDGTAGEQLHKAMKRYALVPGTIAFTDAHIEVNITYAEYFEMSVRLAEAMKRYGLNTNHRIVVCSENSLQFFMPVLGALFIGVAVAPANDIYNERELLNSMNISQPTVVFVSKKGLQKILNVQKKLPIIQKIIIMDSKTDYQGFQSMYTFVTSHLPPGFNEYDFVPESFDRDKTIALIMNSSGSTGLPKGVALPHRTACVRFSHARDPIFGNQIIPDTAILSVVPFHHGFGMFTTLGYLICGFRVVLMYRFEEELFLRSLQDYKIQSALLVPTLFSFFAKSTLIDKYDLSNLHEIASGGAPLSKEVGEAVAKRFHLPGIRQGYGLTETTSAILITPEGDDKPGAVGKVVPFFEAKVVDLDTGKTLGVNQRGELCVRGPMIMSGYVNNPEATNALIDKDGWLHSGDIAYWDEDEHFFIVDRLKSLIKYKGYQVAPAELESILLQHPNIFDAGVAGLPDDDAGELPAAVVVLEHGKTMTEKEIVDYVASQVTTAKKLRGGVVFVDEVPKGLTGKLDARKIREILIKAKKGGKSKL
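FLuc 10nM, D-luciferin 10uM, ATP 10uM, Mg acetate 10mM, Tris acetate pH 7.5, Tween/BSA; cpd qHTS; enzyme added last; CCD luminescence.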
* marks the source's active call; other numbers are inactive results; i = inactive; ? = inconclusive; nt = no result given; [ ] = remark or other dose. Unless noted, the call rests on the fitted dose curve; in most records, active means well fitted curve in the direction sought with a large enough effect; inconclusive means small, poorly fitted or top-dose-only effect, or another doubt; inactive means no such curve, though single readings can be large; an effect the other way counts as inactive or inconclusive. Unless noted, on the % scale 0 is the no-effect control and ±100 the full control effect. An excerpt; rates above refer to the full screens.

SMILES	SNCA expr inhib	HEK cytotox	GPT2 inhibitor	NIH3T3 tox	IP6K1 inhibitor	HEK293 viab	Luciferase inh
Cc1ccc(Cl)cc1NC(=O)/C(C#N)=C/c1c(C)n(Cc2ccccc2)c2ccccc12	?	nt	nt	nt	14.4	-7.5%	nt
Cc1ccc2nc(CO[C@H]3CN(Cc4nccn4C)C[C@H]3F)[nH]c2c1	-3.5%[87.6 µM]	-4.5%[172 µM]	0.2%[88.5 µM]	1.3%[138 µM]	-1.1	4.6%[87.6 µM]	4.4%[172 µM]
COc1ccc(N2CC(NC(=O)c3cc(C(C)C)n4ncnc4n3)CC2=O)cc1 (configuration not stated)	10.0%	i	0.9%	-1.9%	-13.7	-0.7%	8.9%
Cc1ccc(-n2c(=O)c3cccnc3n2CC(=O)Nc2ccc(C)cc2Cl)cc1	-3.6%	nt	nt	nt	-1.0	-8.5%	nt
CC1CCC2(CC1)OCC(C(=O)NCc1ccccc1)N2C(=O)c1cccc(Cl)c1 (configuration not stated)	-17.4%	?	i	?	13.0	-8.2%	-8.1%
Cc1ccc(C(=O)NC2CC(=O)N(CCCc3ccccc3)C2)s1 (configuration not stated)	-33.5%	-19.5%	i	-27.0%	23.9	5.8%	5.4%
O=C(Cc1csc2ccccc12)NCc1cccc(Br)c1	61.8%[activator]	nt	nt	nt	8.0	-5.6%	nt
COc1ccc(CCC(=O)N2CC3CC(C2)[C@H]2CCCC(=O)N2C3)cc1 (some centres not stated)	-20.1%	13.1%	i	i	5.5	5.4%	1.3%
Cc1ccccc1OCC(=O)OCc1cc(=O)n2nc(C3CC3)sc2n1	10.4%	nt	nt	nt	25.5	6.5%	nt
COc1ccc(-c2ccc3ncc(Nc4ccccc4)n3n2)cc1OC	21.6%[87.6 µM]	35.5µM*	?	20µM*	-14.6	?	2.3%[172 µM]
Cc1cccc2nnc(N3CCN(C(=O)c4ccco4)CC3)n12	?	-3.2%	-11.8%	-11.8%	7.2	7.1%	-15.1%
CCc1cccc(CC)c1NC(=O)C(Cc1ccccc1)NS(=O)(=O)c1cccc2nsnc12 (configuration not stated)	?	nt	nt	nt	8.1	-10.0%	nt
O=C1CCN(S(=O)(=O)c2ccccc2)CCCN(S(=O)(=O)c2cccs2)CCN1	-1.1%	-1.5%	i	-18.0%	8.2	3.6%	-0.7%
Cc1ccc(C2NC(=O)N(CC(=O)Nc3ccc4c(c3)OCCO4)C3=C2C(=O)OC3)cc1 (configuration not stated)	-7.6%	?	0.8%	-17.6%	-3.2	-21.4%	-27.7%
COc1ccc(C(=O)N2CCCC(c3nc(-c4cnccn4)no3)CCNC(=O)CC2)cc1F (configuration not stated)	6.8%	i	i	-12.8%	15.9	-1.6%	-13.1%
CC(C)(C)c1ccc(NC(=O)O[C@@H]2CO[C@H]3[C@@H]2OC[C@@H]3Nc2nccc(-c3ccccc3)n2)cc1	2.5%	-27.5%	-2.6%	-26.9%	6.2	3.5%	1.1%
CCOc1ccc(Cn2c(-c3ccc(OCC)c(OC)c3)nc3ccccc32)cc1OC	23.9%	nt	nt	nt	22.2	19.4%	nt
O=C1NCc2ccccc2CC12CCN(Cc1ccccc1OC(F)(F)F)CC2	-12.1%	?	i	?	-0.2	-0.9%	nt
Cc1ccc(C(=O)NCC2CCN(c3cnn(C)c(=O)c3)C2)c(=O)n1C (configuration not stated)	38.8%[activator]	?	?	-7.7%	-4.1	1.2%	0.0%
Cc1ccc(N2CC(c3noc(-c4nccc5ccccc45)n3)CC2=O)cc1 (configuration not stated)	15.1%	-0.1%	1.8%	3.5%	5.1	0.5%	-8.7%
CCOC(=O)c1sc(NC(=O)/C=C/c2ccc(OCC)cc2)c(C(=O)OCC)c1C	-11.8%	nt	nt	nt	8.0	10.9%	nt
COC(=O)[C@@H]1Cc2c([nH]c3ccccc23)[C@H]2C[C@@H](NCCO)C[C@@H](c3ccccc3F)N21	?	39.8µM*	1.1%[88.5 µM]	28.2µM*	-6.7	?	3.5%[172 µM]
CCOc1ccc(-c2nc(SCC(=O)NCCCOC)c(-c3ccccc3)[nH]2)cc1	147.4%[activator]	nt	nt	nt	14.1	1.0%	nt
CCc1noc(-c2cn(C3CCN(C(=O)c4ccc(F)cc4)C3)nn2)n1 (configuration not stated)	?	?	i	?	5.2	-9.3%	-6.4%
COc1ccc(N2CCN(C(=O)c3cnn(-c4ccc(F)cc4)c3-n3cccc3)CC2)cc1	36.1%[activator]	nt	nt	nt	20.1	0.6%	nt
O=C(NCc1nc2ccccc2[nH]1)c1cccc(Cl)c1	19.3%	nt	nt	nt	9.6	-17.8%	nt
Cc1ccc(S(=O)(=O)C(CNC(=O)C(=O)NCc2ccccc2C)c2cccs2)cc1 (configuration not stated)	-26.2%	nt	nt	nt	23.3	-10.0%	nt
COc1ccc(C2Cn3cnc(C(=O)N4CCC(C(=O)NCC5CCCO5)CC4)c3CO2)cc1 (configuration not stated)	1.4%	3.2%	4.7%	i	8.6	-3.4%	-15.3%
O=C(C1CCN(C(=O)N2CC3CC(C2)[C@H]2CCCC(=O)N2C3)CC1)N1CCCCC1 (some centres not stated)	-6.3%	5.2%	i	-5.3%	13.1	9.3%	-11.0%
CCOC(=O)C1CCN(C(=O)c2ccc(NC(=O)c3nsc4ccccc34)cc2)CC1	2.0%	nt	nt	nt	108.3	-4.5%	nt
Cc1cnn(CC(=O)N(C)C2CCc3nn(CC4CC4)c(=O)n3CC2)c1 (configuration not stated)	-16.9%	2.2%	i	-1.3%	-0.9	7.2%	6.1%
O=C(Cc1ccc(F)cc1)N1CCC(c2nn(Cc3ccccc3)c(=O)[nH]2)CC1	5.8%	-1.4%	0.8%	3.4%	2.0	-2.0%	-5.5%
O=C(NCCN1CCOCC1)c1nc2sccn2c1-c1ccc(F)cc1	15.0%	i	-1.9%	-9.1%	2.0	8.2%	nt
O=C(NCc1nnc2n1C(C(=O)N1CCN(c3ncccn3)CC1)CC2)c1ccccc1 (configuration not stated)	-4.3%	i	4.5%	i	-6.0	-2.5%	nt
CC[C@@]1(C(=O)O)C[C@H](C(=O)N2CCN(C)CC2)[C@H](c2ccc(OC)cc2)N1C	-22.3%	3.5%	-6.8%	-8.0%	10.9	0.9%	-8.0%
CC1(C)CC(=O)c2cc(C(=O)Nc3ccc(Br)cc3)c(=O)[nH]c2C1	-1.7%	nt	nt	nt	0.3	3.1%	nt
Cc1ccc(CSc2nc3c([nH]c4ccccc43)c(=O)n2C)cc1	-16.1%	nt	nt	nt	27.5	4.0%	nt
Cc1cc2nc3n(c(=O)c2n1CC(=O)Nc1ccc(Br)cc1F)CCC3	16.6%	-17.0%	-2.9%	?	-18.0	4.4%	-11.3%
Cc1noc(C)c1-c1cc2cc(C(C)C)oc2c(-c2cccnc2)n1	46.1%[activator][87.6 µM]	?	-18.9%[88.5 µM]	?	-7.1	3.2%[87.6 µM]	-8.9%[172 µM]
COc1ccccc1-c1ccc(C(=O)N2CCC(C(=O)NCc3cccc(Cl)c3)CC2)cc1	12.2%	20µM*	-10.1%	?	1.4	6.6%[12.5 µM]	nt
CSc1ncccc1C(=O)NC1CCCN(CCCc2ccccc2)C1 (configuration not stated)	32.9%[activator]	-11.4%	-14.5%	-16.6%	13.7	3.2%	0.0%
CCc1c(C)sc2c1CCN(C(=O)Nc1cc(OC)c(OC)c(OC)c1)C2c1ccccc1 (configuration not stated)	?	nt	nt	nt	24.3	-12.7%	nt
Cc1noc(NS(=O)(=O)c2ccc(NC(=O)c3ccc(Br)cc3)cc2)c1C	31.1%[activator]	nt	nt	nt	-5.8	3.8%	nt
CCc1nc2c(cnn2-c2ccc(C)cc2)c(=O)n1Cc1ccccc1	9.4%	nt	nt	nt	16.3	7.8%	nt
Cc1cc(C)c2nc(N3CCCC(C(=O)NCc4cccc(Cl)c4)C3)sc2c1 (configuration not stated)	190.0%[activator]	nt	nt	nt	-4.2	1.7%	nt
CC(C)CN1CCN(C(=O)c2ccc(CCC(C)(C)O)cc2)C(C)C1=O (configuration not stated)	-1.8%	-6.6%	-43.1%	?	-6.0	-8.3%	-11.0%
COc1ccc(C)cc1NC(=O)NCc1ccc2c(c1)CCN2C(=O)c1ccccc1	-29.5%	nt	nt	nt	0.4	-3.9%	nt
CCC(=O)Nc1ccc2nc(SCCOc3ccccc3)sc2c1	-0.1%	nt	nt	nt	-14.1	10.5%	nt
Cc1noc(C)c1S(=O)(=O)N1CCCCCCn2c(nnc2-c2ccc(F)cc2)CC1	24.3%	-9.9%	2.0%	-29.2%	-9.9	3.5%	-4.9%
O=C(NC1CC(c2nnc(CO)n2C2CC2)C1)c1csc(-c2ccccc2)n1 (configuration not stated)	?	-13.0%	3.0%	-34.0%	-3.6	-2.8%	-0.6%
CC1(CNC(=O)c2ccc3ccccc3n2)CCOCC1	182.2%[activator]	-17.6%	i	-9.9%	8.2	8.5%	?
CCOc1ccc(OCC(=O)Nc2ccc(S(=O)(=O)Nc3cc(C)on3)cc2)cc1	-7.4%	nt	nt	nt	0.2	-6.8%	nt
CC(=O)c1ccc(NC(=O)COc2ccccc2-c2nc(-c3cccc(C)c3)no2)cc1	-0.8%	nt	nt	nt	-10.0	5.3%	nt
CCOc1ccc(-n2nc3ccc(NC(=O)COc4ccccc4)cc3n2)cc1	-3.6%	nt	nt	nt	11.1	-1.4%	nt
CN(CC1CCOC1)S(=O)(=O)c1ccccc1Br (configuration not stated)	?	-5.3%	-7.0%	i	7.3	5.8%	-3.7%
O=C1Cc2cc(S(=O)(=O)Nc3cccc(C(F)(F)F)c3)cc3c2N1CCC3	-25.0%	nt	nt	nt	7.5	-14.1%	nt
COc1ccc2[nH]c3c(c2c1)CCNC31CCN(C(=O)c2ccc(C)nc2)CC1	-15.6%	79.4µM*	i	-11.2%	2.9	-13.6%[12.5 µM]	-4.2%
CCOc1ccc(-c2nnc(SCC(=O)NCc3ccc(C)cc3)nc2-c2ccc(OCC)c(OC)c2)cc1OC	26.2%	nt	nt	nt	-9.2	-2.3%	nt
COC(=O)[C@@H]1Cc2c([nH]c3ccccc23)[C@H]2C[C@@H](NCCN(C)C)C[C@@H](c3cccc(Cl)c3)N21	?	6.31µM*	-2.0%	4.47µM*	-10.5	?	?
COc1ccc(F)cc1CN1CCC(CO)(CN2CCCC2)CC1	4.0%	?	-3.7%	?	8.8	-2.5%	0.1%

Looked up above.
HEK293 viab with CCOc1ccc(OCC(=O)Nc2ccc(S(=O)(=O)Nc3cc(C)on3)cc2)cc1 stands at -6.8%
HEK293 viab with CCc1c(C)sc2c1CCN(C(=O)Nc1cc(OC)c(OC)c(OC)c1)C2c1ccccc1 (configuration not stated) stands at -12.7%
